# Screens from PubChem.
# DYRK1A inh: inhibitors of rat Dyrk1A kinase | inhibition, % at 12.5 µM | Q63470 | AID 504441 | 310,000 tested, 0.43% active | ADP-Glo luminescence, NFATc1 peptide; in the data active = inhibition above about 50%;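 note: plate controls were vehicle with enzyme for no effect and no enzyme for full effect; many of its hits are not listed in these tables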
# GSK3A inh: inhibitors of human GSK-3 alpha kinase; P49840; ADP-Glo luminescence, 60 min; inhibition, % at 10 µM; 320,000 tested, 0.1% active; AID 2650;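 in the data active = inhibition above about 50%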;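 note: GST-tagged GSK-3 alpha with peptide substrate and 25 µM ATP; 0% = DMSO neutral wells and 100% = GW8510 positive control wells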
# Target sequence (P49840 whole entry, looked up): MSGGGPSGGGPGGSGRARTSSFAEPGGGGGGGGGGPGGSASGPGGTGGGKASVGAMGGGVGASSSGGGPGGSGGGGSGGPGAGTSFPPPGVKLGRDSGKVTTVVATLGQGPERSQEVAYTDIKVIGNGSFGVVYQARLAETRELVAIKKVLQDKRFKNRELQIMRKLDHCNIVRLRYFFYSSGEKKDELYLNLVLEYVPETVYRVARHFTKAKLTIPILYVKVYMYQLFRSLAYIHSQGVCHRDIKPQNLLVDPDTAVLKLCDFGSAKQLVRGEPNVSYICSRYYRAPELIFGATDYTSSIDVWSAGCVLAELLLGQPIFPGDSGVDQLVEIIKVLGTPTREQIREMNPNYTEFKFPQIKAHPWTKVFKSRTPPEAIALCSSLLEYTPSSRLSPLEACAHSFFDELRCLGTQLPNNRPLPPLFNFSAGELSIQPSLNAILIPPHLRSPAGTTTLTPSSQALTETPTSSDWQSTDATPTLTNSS
# Numbers without * were called inactive.
# Start of the data: the first 14 entries, to show the layout:
# Results follow in this order: DYRK1A inh	GSK3A inh
CN(CC(=O)Nc1cccc(S(=O)(=O)N2CCCCC2)c1)Cc1ccc(F)cc1
→ -7	-5
Cc1cccc(C(=O)OCC(=O)c2c(C)[nH]c3ccccc23)c1O
→ -5	2
Cc1ccc(S(=O)(=O)N(C)C)cc1NC(=O)CSc1nnc(C2CC2)n1C1CC1
→ 0	6
CCOc1ccc2oc(C(=O)OCC(=O)NC3CCCC3)c(C)c2c1
→ 1	-1
CCn1nc(C(=O)NNC(=O)C(Cc2ccccc2)NC(N)=O)c2ccccc2c1=O (stereo not given)
→ -3	1
CC(OC(=O)Cc1c[nH]c2ccccc12)C(=O)c1ccccc1 (stereo not given)
→ -6	-2
O=C(Nc1ccc(Cl)c(S(=O)(=O)N2CCOCC2)c1)c1cccs1
→ 1	-1
O=C(COC(=O)c1cccnc1Cl)NC1CCCCC1
→ 3	2
CC1CC(=O)Nc2ccccc2N1C(=O)COc1cc(Cl)ccc1Cl (stereo not given)
→ 0	-7
Cc1cccc(OCC(=O)OCC(=O)N2CCCc3ccccc32)c1C
→ 3	2
CCc1noc(C)c1C(=O)NNC(=O)c1ccc(N(CC)CC)cc1
→ 12	0
CCCc1cc(=O)[nH]c(SCC(=O)c2c(N)n(C3CC3)c(=O)[nH]c2=O)n1
→ -2	3
Cc1ccccc1C(=O)N1CCC(C(=O)N(CC(C)C)c2c(N)n(CC(C)C)c(=O)[nH]c2=O)CC1
→ -4	0
CC(=O)N1CCN(C(=O)CSc2ncnc3sc(C)c(C)c23)CC1
→ 6	-2

# Main list, repeating the preview:
# Results follow in this order: DYRK1A inh	GSK3A inh
CN(CC(=O)Nc1cccc(S(=O)(=O)N2CCCCC2)c1)Cc1ccc(F)cc1
→ -7	-5
Cc1cccc(C(=O)OCC(=O)c2c(C)[nH]c3ccccc23)c1O
→ -5	2
Cc1ccc(S(=O)(=O)N(C)C)cc1NC(=O)CSc1nnc(C2CC2)n1C1CC1
→ 0	6
CCOc1ccc2oc(C(=O)OCC(=O)NC3CCCC3)c(C)c2c1
→ 1	-1
CCn1nc(C(=O)NNC(=O)C(Cc2ccccc2)NC(N)=O)c2ccccc2c1=O (stereo not given)
→ -3	1
CC(OC(=O)Cc1c[nH]c2ccccc12)C(=O)c1ccccc1 (stereo not given)
→ -6	-2
O=C(Nc1ccc(Cl)c(S(=O)(=O)N2CCOCC2)c1)c1cccs1
→ 1	-1
O=C(COC(=O)c1cccnc1Cl)NC1CCCCC1
→ 3	2
CC1CC(=O)Nc2ccccc2N1C(=O)COc1cc(Cl)ccc1Cl (stereo not given)
→ 0	-7
Cc1cccc(OCC(=O)OCC(=O)N2CCCc3ccccc32)c1C
→ 3	2
CCc1noc(C)c1C(=O)NNC(=O)c1ccc(N(CC)CC)cc1
→ 12	0
CCCc1cc(=O)[nH]c(SCC(=O)c2c(N)n(C3CC3)c(=O)[nH]c2=O)n1
→ -2	3
Cc1ccccc1C(=O)N1CCC(C(=O)N(CC(C)C)c2c(N)n(CC(C)C)c(=O)[nH]c2=O)CC1
→ -4	0
CC(=O)N1CCN(C(=O)CSc2ncnc3sc(C)c(C)c23)CC1
→ 6	-2
CCN(CC(=O)Nc1ccc(OC)cc1)C(=O)c1ccc(N2C(=O)CCC2=O)cc1
→ 0	6
CCCNC(=O)CN1CCN(S(=O)(=O)c2ccc(Br)s2)CC1
→ -2	-2
O=C(Nc1ccc(C(=O)N2CCC(N3CCOCC3)CC2)cc1)c1ccc(Br)o1
→ 14	-2
COc1cc(OC)cc(C(=O)N[C@H](C(=O)OCC(=O)Nc2cccnc2Cl)C(C)C)c1
→ 2	1
CC(C)(C)OC(=O)C[C@@H]1C/C=C\C[C@H](CC(=O)N(CCO)Cc2ccccc2)C(=O)N[C@@H](c2ccccc2)COC1=O
→ 11	0
CCN(C(=O)CN1C(=O)CN(C)C1=O)c1cccc2ccccc12
→ 1	-2
O=C(CCN1CCN(Cc2ccccc2)CC1)NNC(=O)c1cc2ccccc2o1
→ -2	-2
C[C@@]12C(=O)N(c3ccccc3)C(=O)N1[C@@H]1c3ccccc3OC[C@@H]1[C@H]2c1ccccc1
→ 3	-4
O=C(Nc1cccc(S(=O)(=O)N2CCOCC2)c1)C1CC(=O)N(c2ccc3c(c2)OCCO3)C1 (stereo not given)
→ 5	-2
Cn1c(N)c(C(=O)COC(=O)c2cccc(S(=O)(=O)N3CCOCC3)c2)c(=O)n(C)c1=O
→ 2	-2
COc1cccc(NC(=O)CN(C)CC(=O)c2c(N)n(Cc3ccccc3)c(=O)n(C)c2=O)c1
→ 2	2
COC(=O)[C@]1(Cc2ccccc2)N[C@H](c2ccc(SC3CCCCC3)c(OC)c2)[C@@H]2C(=O)N(C)C(=O)[C@@H]21
→ -3	-2
Nc1nc(COC(=O)C2CC(=O)N(Cc3ccccc3Cl)C2)nc(Nc2ccccc2)n1 (stereo not given)
→ 3	-9
COc1cccc(NC(=O)CN(C)C(=O)C(CCSC)NC(=O)c2ccco2)c1 (stereo not given)
→ 4	-1
COc1ccc(C(=O)OCC(=O)Nc2ccc(N3CCOCC3)cc2)cc1
→ -5	-6
Cn1c(COc2ccc(Cl)cc2)nnc1SCC(=O)NC1CC1
→ 4	-5
CC(Nc1cccc(C(=O)NC2CC2)c1)c1nnc(-c2ccccc2)o1 (stereo not given)
→ -5	-3
O=C(OCCc1cc2ccccc2c(=O)o1)c1ccc(C(F)(F)F)cc1
→ -13	-2
CSCCC(NC(=O)COc1ccccc1)C(=O)N1CC(C)CC(C)C1 (stereo not given)
→ 0	1
NS(=O)(=O)c1ccc(CCNC(=O)COC(=O)COc2cccc(C(F)(F)F)c2)cc1
→ 8	-2
Cc1ccc(S(=O)(=O)N(C)C[C@@H]2Oc3ccc(NS(C)(=O)=O)cc3CC(=O)N([C@H](C)CO)C[C@@H]2C)cc1
→ 1	0
O=S(=O)(c1ccc2c(c1)OCCO2)N1CCCN(S(=O)(=O)c2c(F)cccc2F)CC1
→ -4	-4
COc1ccc(NC(=O)C23CC4CC(CC(Cl)(C4)C2)C3)cc1S(=O)(=O)N1CCOCC1
→ -1	-4
Clc1ccc(-c2cc(-c3ccccc3)on2)cc1
→ 17	1
CCN(C(=O)CN1C(=O)NC(CCSC)C1=O)C1CCS(=O)(=O)C1 (stereo not given)
→ -3	-3
O=C(Cn1ncc(Cl)c(Cl)c1=O)c1ccc2c(c1)OCCO2
→ 1	-4
O=C(CCN1CCOCC1)NNC(=O)c1ccc([N+](=O)[O-])cc1[N+](=O)[O-]
→ -3	-4
O=C(Nc1ccncc1)C1CCN(S(=O)(=O)c2cccc(C(F)(F)F)c2)CC1
→ -3	1
CN(C(=O)C1CCCCN1S(=O)(=O)c1ccccc1)c1ccccc1 (stereo not given)
→ -2	0
CC(=O)c1cccc(OCC(=O)Nc2cccc(C(=O)Nc3c(C)n(C)n(-c4ccccc4)c3=O)c2)c1
→ -1	4
COc1cc(OC)cc(-c2c(-c3cccs3)c3cc(-c4ccc(OC)nc4)ccc3n2C)c1
→ 2	-1
COc1cccc(CN(C)C(=O)CN2C(=O)NC(c3ccccc3)(c3ccccc3)C2=O)c1OC
→ 8	2
CCOc1ccc(NS(=O)(=O)c2cc(C(=O)NCCCN3CCCC3=O)ccc2C)cc1
→ 0	-1
Nc1cc(Cl)ccc1C(=O)OCC(=O)NCc1cccs1
→ 6	-4
Cc1ccc(CNC(=O)CSc2nnc3n2CCCCC3)cc1
→ 1	6
O=C(CNS(=O)(=O)c1cccc(C(F)(F)F)c1)NC1CCCCCC1
→ 3	-4
COCCN(CC(=O)Nc1cccc(C)c1C)C(=O)c1cc2c(s1)CCC2
→ -4	-2
CC[C@@H]1C/C=C\Cc2ccccc2[C@H](C(=O)C[C@@H](O)CC(C)=O)OC1=O
→ -36	-2
COc1cc(/C=C(\C#N)C(=O)c2ccc(O)c(O)c2)cc(I)c1O
→ 36	11
Cc1ccc(C)c(NC(=O)COC(=O)c2ccc3ccccc3n2)c1
→ -2	2
NCCCC[C@@H](C(=O)N1CCNCC1)n1cc([C@@H](N)CC(N)=O)nn1
→ 19	1
CCCCn1c(N)c(N(CCC(C)C)C(=O)c2ccc3ccccc3c2)c(=O)[nH]c1=O
→ 8	-3
CC(C)CC1NC(=O)N(CC(=O)N(C)C2CCCCC2)C1=O (stereo not given)
→ -5	-3
Cc1ccc(S(=O)(=O)N2[C@@H](c3ccccc3)C(C(=O)O)=CC[C@H]2c2ccc3c(c2)OCO3)cc1
→ 3	-2
O=C(CSc1nc2ccccc2c(=O)n1-c1ccccc1Cl)NC1CCS(=O)(=O)C1 (stereo not given)
→ 6	2
COc1ccc(SCCN2CC[C@@H](C(C)(C)C)CCC2=O)cc1
→ 1	27

# (further entries)
# Results follow in this order: DYRK1A inh	GSK3A inh
COc1cc(C(=O)OCC(=O)NC(=O)NCc2ccccc2)ccc1OC(F)F
→ -3	0
Cc1ccc(S(=O)(=O)Nc2ccc3c(c2)C(=O)N([C@H](C)CO)C[C@@H](C)[C@@H](CN(C)C(=O)Nc2cccc4ccccc24)O3)cc1
→ -2	-5
N#Cc1ccc(C23OCCN2CCn2nc4ccccc4c23)cc1 (stereo not given)
→ 5	-1
O=C(O)c1cccc(Sc2ccc(Br)cc2C(=O)O)c1
→ -9	-3
O=C(CN1CCN(S(=O)(=O)c2cccc(Br)c2)CC1)N1CCCCC1
→ -1	-9
COc1ccc(NC(=O)c2nc3nccc(C)n3n2)cc1S(=O)(=O)N1CCOCC1
→ 6	-2
CN(C(=O)COC(=O)/C=C/c1cccs1)C1CCCCC1
→ -2	8
CC1Cc2ccccc2N1C(=O)CN(C)CC(=O)Nc1ccc(F)cc1 (stereo not given)
→ 0	0
COc1ccccc1NS(=O)(=O)c1cc(C(=O)N2CCCCCC2)ccc1C
→ 5	1
CSc1ccccc1C(=O)OCC(=O)N1CCN(C(C)=O)CC1
→ -5	10
CCN(C[C@H]1N[C@@](Cc2ccccc2)(C(=O)OC)[C@H]2C(=O)N(C)C(=O)[C@@H]12)S(=O)(=O)c1ccccc1
→ 0	0
COc1ccccc1NS(=O)(=O)c1cc(NC(=O)C(C)NC(N)=O)ccc1N1CCCC1 (stereo not given)
→ 7	-1
O=C(Oc1cccc([N+](=O)[O-])c1)c1ccc2c(=O)n3c(nc2c1)CCC3
→ 0	0
CC(=O)Nc1ccc(C(=O)COC(=O)CCc2ccccc2)c(F)c1
→ 0	0
O=C(CCc1ccccc1Cl)Nc1cc2c(cc1C(=O)O)OCCCO2
→ -2	-2
COc1ccc(C(CNC(=O)COc2cccc(C)c2)N2CCCC2)cc1 (stereo not given)
→ -1	-3
C[C@@H]1CN([C@@H](C)CO)C(=O)c2cc(NS(C)(=O)=O)ccc2O[C@H]1CN(C)Cc1ccc(Oc2ccccc2)cc1
→ -7	-2
CCOC(=O)C1=C(C)Nc2ccccc2N/C1=N\S(=O)(=O)c1cccc(Cl)c1
→ -1	-1
CCN(C[C@H]1N[C@@](CC)(C(=O)OC)[C@H]2C(=O)N(C)C(=O)[C@@H]12)C(=O)Nc1ccc(F)cc1
→ 0	-2
O=C(COC(=O)c1cc(Cl)ccc1[N+](=O)[O-])NC1CC1
→ 6	-4
C[C@@]12C(=O)Nc3ccc(Br)cc3C(=O)N1[C@H]1c3ccccc3OC[C@@H]1[C@@H]2c1ccccc1
→ 5	-1
Cc1cc(C(=O)OCC(=O)Nc2cc(Cl)ccc2C)c(C)o1
→ -6	0
O=S(=O)(Nc1cccc(S(=O)(=O)N2CCCC2)c1)c1cccc(Br)c1
→ 4	16
CC(=O)[C@@]1(O)CCC2C3CC[C@H]4C[C@@H](O)CC[C@]4(C)C3CC[C@@]21C (stereo not given in full)
→ 3	-1
CCCCN1C(=N)N([C@@H](C)CN2CCC[C@H]2CN2C(N)=NC[C@@H]2Cc2ccccc2)C[C@H]1Cc1ccccc1
→ 13	5
CC(C)NC(=O)Nc1cccc2c1O[C@H](CN(C)S(=O)(=O)c1cccs1)[C@@H](C)CN([C@H](C)CO)C2=O
→ 5	-2
COc1ccc(N(Cc2ccccc2)C(=O)OC(C)(C)C)c(C(=O)N(C)OC)c1
→ -6	-1
C[C@H](CO)N1C[C@H](C)[C@@H](CN(C)C(=O)NC2CCCCC2)Oc2c(cccc2N(C)C)C1=O
→ -3	1
O=C(CNC(=O)c1ccco1)NCC(c1ccco1)N1CCCCC1 (stereo not given)
→ 4	4
CC1(C2CC2)NC(=O)N(CC(=O)NCc2ccc(Cl)cc2Cl)C1=O (stereo not given)
→ 4	22
C[C@H](C[C@H](O)[C@H]1OC1(C)C)C1=C2C[C@H](O)C3[C@@]4(C)CCC(=O)C(C)(C)C4CC[C@]3(C)[C@@]2(C)CC1 (stereo not given in full)
→ -1	-2
Cc1ccccc1C(=O)N1CCC(C(=O)OCc2ccccc2Cl)CC1
→ -3	-1
C=C(Br)CN1[C@@H](Cc2ccccc2)[C@H](O)[C@@]23C=C[C@@H](C[C@@H]2S1(=O)=O)O3
→ -5	-3
COc1ccc(C2(C)NC(=O)N(CC(=O)N(c3ccccc3)C3CCS(=O)(=O)C3)C2=O)cc1 (stereo not given)
→ -5	-2
CCOC(=O)c1ccc(-c2ccc3oc(-c4ccsc4)cc(=O)c3c2)cc1F
→ 1	-2
C[C@H](CO)N1C[C@H](C)[C@@H](CN(C)C(=O)Nc2ccccc2)Oc2c(NC(=O)Cc3ccccc3)cccc2C1=O
→ 5	-1
O=C(c1cc(-c2cccnc2)nc2ccccc12)N1CCN(S(=O)(=O)c2cccs2)CC1
→ -1	3
CC(Oc1ccc(F)cc1)C(=O)Nc1ccccc1C(=O)N1CCCCC1 (stereo not given)
→ -8	0

# The list is partial. The share of hits here may be higher or lower than overall.
